CendR NRP1 mod – NRP-1/CendR interaction modulation. inhibition, % at 25 µM. O14786. FAM-RPARPAR peptide binding to NRP-1, fluorescence polarization. 360,000 tested, 0.85% active. AID 602438;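 active = inhibition or corrected inhibition above about 18%, plus a signal ratio from 0.5 to 1.5, limit read from the data, passing the limit was not always enough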; also: strong numbers were not always called active
MsrA act – activators of bovine methionine sulfoxide reductase A; purified bovine MsrA, absorbance read-out; activation, % at 10.6 µM; 360,000 tested, 0.3% active; AID 602163; in the data active = activation above about 7.5%;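 also: 0% = vehicle and 100% = reference activator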
MsrA inh – inhibitors of bovine MsrA; 360,000 tested, 0.75% active; inhibition, % at 15.5 µM; purified bovine MsrA, absorbance read-out; in the data active = inhibition above about 4.5%;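 also: 0% = vehicle wells with enzyme and 100% = reference inhibitor wells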
SUMO1 PPI mod – SUMO1-SIM interaction modulation. AID 602429. 360,000 tested, 0.33% active. P63165. inhibition, % at 20 µM. SUMO1 binding to a labelled peptide, TR-FRET, 1 h; in the data active = inhibition above about 37%
eLon inh – inhibitors of E. coli Lon protease; AID 602123; P0A9M0; inhibition, % at 7.94 µM; purified E. coli Lon protease, fluorescence polarization; 360,000 tested, 0.42% active; in the data active = inhibition above about 13%, passing the limit was not always enough;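 also: 0% = enzyme with probe and DMSO and 100% = no enzyme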
STEP block – STEP (human) phosphatase inhibition. recombinant STEP, OMFP fluorogenic substrate, fluorescence. inhibition, % at 20 µM. 360,000 tested, 0.25% active. AID 588621;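 active = inhibition at 20 µM, scaled per plate between control wells, above about 37%, limit read from the data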;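 also: 0% = DMSO with enzyme and substrate and 100% = substrate only without enzyme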
Target sequence (P54829 whole entry, looked up): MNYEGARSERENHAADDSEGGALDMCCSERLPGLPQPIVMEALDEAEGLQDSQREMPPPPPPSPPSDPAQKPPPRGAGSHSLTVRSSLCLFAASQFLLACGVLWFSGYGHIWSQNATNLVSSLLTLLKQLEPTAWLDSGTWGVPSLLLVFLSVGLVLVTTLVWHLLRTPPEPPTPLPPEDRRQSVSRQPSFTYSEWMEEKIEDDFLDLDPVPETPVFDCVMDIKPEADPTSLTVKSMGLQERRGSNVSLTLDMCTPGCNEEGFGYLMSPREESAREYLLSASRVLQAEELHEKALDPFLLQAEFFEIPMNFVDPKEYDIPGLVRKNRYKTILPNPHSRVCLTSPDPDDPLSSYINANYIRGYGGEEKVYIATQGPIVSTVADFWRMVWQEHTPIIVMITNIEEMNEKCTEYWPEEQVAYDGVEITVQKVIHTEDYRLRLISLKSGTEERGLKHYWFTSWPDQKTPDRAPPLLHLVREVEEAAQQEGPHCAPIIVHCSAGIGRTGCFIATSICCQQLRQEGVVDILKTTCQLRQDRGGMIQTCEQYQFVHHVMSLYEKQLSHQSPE
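Assay system: isolated STEP enzyme / Timing: 20 min at room temperature, dark / Doses: 20 µM, 1% DMSO / Technique: fluorescence intensity, excitation 480 nm, emission 540 nm / Reagent: fluorogenic phosphatase substrate OMFP at 25 µM final / Measure: percent inhibition scaled to no-enzyme and uninhibited-enzyme controls, plate-pattern corrected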
Tb MetRS inh – blocks T. brucei methionyl-tRNA synthetase activity. 360,000 tested, 0.4% active. inhibition, % at 11.9 µM. purified T. brucei MetRS, ATP depletion, Kinase-Glo luminescence. AID 624268;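 active = inhibition above a per-plate cutoff of the control wells' mean inhibition plus 3 SD, cut at about 5.5% in these data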;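 also: 0% = DMSO wells median and 100% = median of wells with control inhibitor compound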
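assay system = parasite MetRS enzyme | timing = 15 min preincubation, 2 h reaction, all 25 °C | evaluation = percent inhibition relative to median high and low control wells | medium = HEPES buffer containing pyrophosphatase, BSA, spermine, DTT | compound = single dose, 11.9 µM final nominal, 0.9% final DMSO | detection = Kinase-Glo luminescence, ATP depletion format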
LMPTP inh – LMPTP (human) inhibition | inhibition, % at 20 µM | recombinant LMPTP-A, OMFP fluorogenic substrate, fluorescence intensity | P24666 | 360,000 tested, 0.22% active;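 active = compounds that cut the enzyme signal by at least half of the control window in the single-dose screen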;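 also: plate controls were DMSO wells with enzyme plus substrate for no effect and substrate without enzyme for full effect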
Target sequence (P24666 whole entry, looked up): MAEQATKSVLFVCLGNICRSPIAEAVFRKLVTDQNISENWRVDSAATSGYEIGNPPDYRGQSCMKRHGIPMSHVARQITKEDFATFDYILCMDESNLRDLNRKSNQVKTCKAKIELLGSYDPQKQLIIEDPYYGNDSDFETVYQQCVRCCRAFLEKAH
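Test system: LMPTP-A, protein tyrosine phosphatase of low molecular weight; Input: 0.625 nM enzyme; Incubation: 50 min dark incubation at room temperature; Signal: endpoint fluorescence intensity from OMFP dephosphorylation; Read-out basis: % inhibition versus control wells.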
DNMT1 block – blocks human DNA methyltransferase DNMT1; P26358; DNMT1 molecular beacon, Hinp1I cleavage, fluorescence; inhibition (reported as % activation of signal), % at 10 µM; 360,000 tested, 0.83% active; AID 588458; in the data active = inhibition above about 50%
Scp1 inh – inhibitors of human Scp-1 phosphatase; Recombinant Scp1, phosphopeptide, malachite green phosphate absorbance; inhibition, % at 20 µM; 340,000 tested, 0.88% active; AID 493091;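 active = inhibition above about 50% at 20 µM, limit read from the data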;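 also: plate controls were DMSO wells with enzyme for no effect and wells lacking enzyme for full effect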
Target sequence (Q9GZU7 76-261 limits assumed): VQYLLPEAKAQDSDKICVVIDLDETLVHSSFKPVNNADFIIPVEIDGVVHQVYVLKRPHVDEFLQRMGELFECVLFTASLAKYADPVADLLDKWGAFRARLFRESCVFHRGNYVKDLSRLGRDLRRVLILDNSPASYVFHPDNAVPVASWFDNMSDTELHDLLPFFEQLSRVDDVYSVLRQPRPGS
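Test system: SCP-1 catalytic domain; Buffer or medium: Acidic Tris acetate buffer with magnesium and detergent; Also added: Phosphorylated 17-residue peptide substrate; Compound: single 20 µM dose, 1% DMSO; Schedule: enzyme reaction 45 min at room temperature, colour 5 min, stabilisation 30 min; Signal: Phosphate-binding colour reagent, absorbance read at 630 nm.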
* marks the source's active call; other numbers are inactive results; · = no result given; & = joins results of further samples. The order is random; overall some 4.3% were active at least once.

The first 4 entries as a preview:
CendR NRP1 mod	MsrA act	MsrA inh	SUMO1 PPI mod	eLon inh	SMILES	STEP block	Tb MetRS inh	LMPTP inh	DNMT1 block	Scp1 inh
-5	-5	0.0	5	-6	COc1ccc(OC)c2sc(NC(=O)c3ccc(S(=O)(=O)N(C)C)cc3)nc12	-1	-0.1	-0.8	-8	-11
3	-4	-0.4	-16	-1	N=C(N)SCc1ccc(O)c([N+](=O)[O-])c1	3	-0.5	-2.8	0	-4
10	-2	1.6	1	-3	CCS(=O)(=O)N1CCN(S(=O)(=O)c2ccc(Cl)s2)CC1	-4	-0.3	-1.0	1	-2
-3	-3	0.5	3	-6	CCCCS(=O)(=O)N1CCCC(C(=O)Oc2ccccc2OC)C1 (centres undefined)	1	-0.5	0.3	1	-12

The whole of this part, previewed entries included:
CendR NRP1 mod	MsrA act	MsrA inh	SUMO1 PPI mod	eLon inh	SMILES	STEP block	Tb MetRS inh	LMPTP inh	DNMT1 block	Scp1 inh
-5	-5	0.0	5	-6	COc1ccc(OC)c2sc(NC(=O)c3ccc(S(=O)(=O)N(C)C)cc3)nc12	-1	-0.1	-0.8	-8	-11
3	-4	-0.4	-16	-1	N=C(N)SCc1ccc(O)c([N+](=O)[O-])c1	3	-0.5	-2.8	0	-4
10	-2	1.6	1	-3	CCS(=O)(=O)N1CCN(S(=O)(=O)c2ccc(Cl)s2)CC1	-4	-0.3	-1.0	1	-2
-3	-3	0.5	3	-6	CCCCS(=O)(=O)N1CCCC(C(=O)Oc2ccccc2OC)C1 (centres undefined)	1	-0.5	0.3	1	-12
1	-3	2.7	1	11	CCCCNC(=O)N(O)C1N(/N=C/c2ccccc2O)C(=S)SC1(C)C (centres undefined)	-2	-0.5	0.7	0	-9
13	-7	1.6	0	-3	CCCCNC(=O)N1CCN(Cc2cccc(F)c2)CC1	-3	-0.4	-1.2	2	-1
-9	-2	0.0	0	-2	COc1ccccc1-n1cnnc1SCC(=O)Nc1nc(C)c(Cl)cc1Cl	0	-1.1	1.0	1	-3
-9	-5	2.6	2	11	COCCN(C(=O)COC(=O)c1ccc(Br)o1)c1c(N)n(Cc2ccccc2)c(=O)[nH]c1=O	0	-0.2	-1.9	0	·
8	-7	-0.5	6	-3	Cc1ccc(S(=O)(=O)N2C[C@H]3C(=O)C[C@@H](c4ccccc4C)N(S(=O)(=O)c4ccc(C)cc4)[C@H]3C[C@H]2c2ccccc2)cc1	6	-1.1	1.6	-4	·
8	5	1.7	-1	1	Cc1ccc(S(=O)(=O)Oc2ccc(C)cc2/C=N/N=C2\NC(=O)C(C)S2)cc1 (centres undefined)	-2	-0.4	3.1	-10	-12
6&-13	-3&-1	-0.1&0.8	-8&-1	4&2	c1cnc2c(c1)ccc1cccnc12	2&2	0.1&-0.8	0.4&1.0	10&7	-12&-12
-4	-1	0.6	4	1	O=C(CS(=O)(=O)c1ccccc1)Nc1nnc(-c2cccs2)o1	-2	-0.4	-1.3	0	0
0	-3	0.3	1	10	COC(=O)c1cc(Cn2nc(C(=O)O)c3ccccc3c2=O)oc1C	0	-0.8	-0.7	-1	1
1	0	-0.3	4	-1	CC(=O)N1c2ccc(Cl)cc2C2OCCC2C1c1ccco1 (centres undefined)	0	-0.4	-1.2	0	-7
-6	-2	0.9	-3	-4	CC(C(=O)N1CCN(C=O)CC1)N1C(=O)c2ccccc2C1=O (centres undefined)	-2	-1.6	-2.2	4	-12
-17	1	-0.7	-2	-3	O=c1c2ccc(Cl)cc2[nH]c(=S)n1Cc1cccnc1	-3	-0.3	1.3	4	7
-1	-6	1.5	-7	-8	Cc1cc(=O)oc2cc(NC(=O)c3cc([N+](=O)[O-])ccc3N3CCOCC3)ccc12	0	-1.1	0.2	-2	-5
-1	-3	0.5	-1	2	C=CCNC(=O)Nc1ccc(OCC)cc1	0	-0.6	-0.1	1	0
-1	-3	1.7	9	-4	COc1ccc(/C=N/NC(=O)c2ccco2)cc1COc1ccc(F)cc1	5	-0.1	3.5	5	16
8	-2	1.0	-6	-13	CCSc1cc(C2C(C#N)=C(N)OC(C)=C2C(=O)OC)c(C)o1 (centres undefined)	2	-0.6	1.1	-1	-2
-14	-3	1.6	7	-3	Clc1ccc(-c2cc3nc(NCc4cccc(Cl)c4)ccn3n2)cc1	3	0.7	4.5	79*	·
2	-3	-0.4	-2	7	O=C(NCc1ccc(F)cc1)c1ccc(S(=O)(=O)Nc2cccc(C(F)(F)F)c2)cc1	-2	0.3	4.4	-18	-10
1	0	1.3	-2	-2	O=C(NC1CCN(Cc2ccccc2)CC1)C1CCCN(c2nnc(-n3cccc3)s2)C1 (centres undefined)	-1	-0.5	3.3	-1	-8
8	-4	0.0	-3	-3	COc1ccc(NC(=O)Nc2cnccn2)c(OC)c1	-1	-0.3	-0.5	4	-8
3	-2	2.2	-9	2	Cc1cc(NC(=O)c2cc(-c3ccc(OC(C)C)cc3)nc3ccccc23)no1	0	0.1	0.4	4	5
4	-10	-0.9	1	-6	Cc1onc(C(=O)N2CCN(c3ccccc3F)CC2)c1-c1ccccc1Cl	-1	-1.2	-1.1	-2	0
-7	-2	0.2	0	-1	CC(=O)NC(c1cccc(F)c1)c1nc(-c2ccoc2)cs1 (centres undefined)	-1	-0.2	-0.6	1	·
5	2	-0.2	-24	-2	O=c1c2c(-c3ccc([N+](=O)[O-])cc3)ccnc2[nH]n1-c1ccccc1	2	-0.3	4.8	1	-10
4	-3	-0.3	-3	5	CCCCOC(=O)c1ccc(NC(=O)C(=O)NCc2ccncc2)cc1	0	-0.3	-1.2	-2	-2
20	-3	0.6	-5	5	Cc1ccc(CNC(=O)C2CCC(=O)N(CCc3ccccc3)C2)s1 (centres undefined)	0	-0.4	-0.2	3	-7
9	-3	3.1	-3	-7	COc1ccc(/C=C/C(=O)OCC(=O)Nc2cc(C(N)=O)cc(C(N)=O)c2)cc1	0	-0.9	2.9	-2	-5
-9	-3	-1.8	0	-1	Clc1cccc(OCc2nc(-c3ccncc3)no2)c1	2	-0.1	-1.5	-5	1
2	-3	0.3	16	6	O=S(=O)(Nc1nc2ccccc2nc1Nc1cccc(S(=O)(=O)N2CCCCC2)c1)c1ccccc1	-4	-0.1	0.9	-29	-14
3	-4	·	1	-5	O=C(c1cc(-c2ccccc2Cl)nc2ccccc12)N1CCN(c2ccccn2)CC1	1	0.1	1.9	-4	0
14	-3	3.2	20	10	COc1cc(/C=N/Nc2nc3ccccc3s2)cc([N+](=O)[O-])c1O	5	3.0	-0.7	1	-4
-8	-9	·	7	7	Cc1cccc(CCNS(=O)(=O)c2ccc3c(c2)CCN3C(=O)CCC(=O)O)c1	-3	-0.8	-0.9	1	-6
-5	-14	0.6	0	0	CCN1CCN(CC(=O)Nc2sc3c(c2C#N)CCC3)CC1	1	-1.3	1.1	0	-1
10	-1	0.7	0	-13	N#Cc1cccc(CN2CCC(=O)N([C@H](CO)c3ccccc3)CC2)c1	1	-0.2	-1.2	0	-2
-2	-10	1.4	0	13	O=C(NNC1CC(=O)N(c2ccc(Cl)cc2)C1=O)c1ccccc1Cl (centres undefined)	-1	0.2	-1.9	0	5
0	-1	0.4	-6	-8	Cc1ccc(/C=N/n2c(C)nc3ccccc3c2=O)o1	-1	0.5	-0.4	-1	-1
6	-3	·	-1	-1	CN(C(=O)COC(=O)c1ccc(F)c(S(=O)(=O)N2CCOCC2)c1)C1CCS(=O)(=O)C1 (centres undefined)	0	-0.3	-0.2	0	-4
7	-1	1.4	3	3	N#CCC(=N)N1CCN(c2ccc(F)cc2)CC1	1	0.2	6.4	-3	-2
-1	-4	0.2	-1	-2	COc1ccc(Nc2cc(C)c3c(O)cccc3n2)cc1	-3	0.2	79*	-14	-4
-1	-6	0.6	-2	-1	CCOC(=O)NC(=S)Nc1cccc(NC(=S)NC(=O)OCC)c1	1	0.2	0.1	1	-3
6	-2	0.1	-1	-3	CC(=O)N1C(C)c2ccccc2C(C)(C)CC12CCCCC2 (centres undefined)	0	-1.1	1.3	15	15
3	-9	0.8	-16	0	Cc1nc(N2CCCCC2)sc1C(=O)c1cccc([N+](=O)[O-])c1	4	-0.8	-0.7	-1	-1
-2	4	-0.6	7	-1	Cc1ccc(CNC(=O)Cn2cnc(C(=O)Nc3ccc(C)c(C)c3)n2)o1	-1	0.1	-0.8	0	33
-4	-6	-0.7	-9	3	O=C(NCC1CCCO1)c1ccc(-c2ccccc2Cl)o1 (centres undefined)	0	-0.5	-0.9	-2	-6
-4	3	1.8	0	-1	CCOc1ccccc1NC(=O)C(=O)/C=C(\O)c1cc(OC)ccc1OC	1	-0.5	0.7	-7	-6
3	-9	0.5	10	2	OC[C@@H]1CN(Cc2ccccc2)C[C@H](n2cnc3c(N4CCN(c5ccccc5)CC4)ncnc32)O1	-1	-0.4	-1.3	-6	·
1	-1	1.7	3	2	Cc1cccc(N/C=C/C(=O)c2ccc(Cl)cc2)c1	-2	-0.3	-1.6	7	-7
7	2	-0.6	3	0	COC(=O)CCCNC(=O)CCc1nnc(-c2ccc(-c3ccccc3)cc2)o1	1	-0.3	-0.6	-4	-5
15	-2	0.8	2	3	CCOc1ccc(S(=O)(=O)NC(C)C(=O)NCc2ccncc2)cc1 (centres undefined)	-3	-1.1	0.7	2	-3

Compound activity deposited in PubChem by several laboratories.
